High-throughput results (PubChem BioAssay)
CR mimetic SO: reduction of superoxide in aged yeast, primary screen, HTS | S. cerevisiae aged cells, superoxide DHE fluorescence; active compounds read low | superoxide response (% of plate mean), % at 10 µM | actives 0.18% (n = 330,000) | AID 2690, 2010;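 active = superoxide response under a set limit, about three screen SD below normal, cut at about 65% in these data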;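 note: yeast aged for seven days with compound at 30 °C before DHE staining; 100% = average MFI of all compound-treated wells on the plate with controls excluded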
Efflux pump inh: inhibitors of Candida efflux pumps in yeast, primary screen, S. cerevisiae, Nile Red, multiplex. S. cerevisiae Candida pump triplex. inhibition, % at 10 µM. actives 0.44% (n = 330,000);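 active = plate passing quality check with inhibition over a set limit, or well fluorescence over plate mean plus 4 SD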;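 note: Nile Red retained in pooled yeast measured as flow cytometry median fluorescence; 0% = buffer negative control and 100% = Enniatin B positive control; higher means more Nile Red kept so more efflux inhibition; some compounds called inactive have numbers as strong as hits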
GLD-1 TGE inh: GLD-1/TGE RNA complex disruptors, primary screen, biochemical, fluorescence polarization; purified GLD-1 + fluorescein TGE RNA; actives 0.44% (n = 320,000); inhibition, % at 5.96 µM;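 active = percent inhibition above a per-plate cutoff, the plate mean of test compounds plus 3 SD, cut at about 30% in these data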;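 note: 0% = DMSO wells with GLD-1 and probe and 100% = wells lacking GLD-1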
Target sequence (Q17339 whole entry, looked up): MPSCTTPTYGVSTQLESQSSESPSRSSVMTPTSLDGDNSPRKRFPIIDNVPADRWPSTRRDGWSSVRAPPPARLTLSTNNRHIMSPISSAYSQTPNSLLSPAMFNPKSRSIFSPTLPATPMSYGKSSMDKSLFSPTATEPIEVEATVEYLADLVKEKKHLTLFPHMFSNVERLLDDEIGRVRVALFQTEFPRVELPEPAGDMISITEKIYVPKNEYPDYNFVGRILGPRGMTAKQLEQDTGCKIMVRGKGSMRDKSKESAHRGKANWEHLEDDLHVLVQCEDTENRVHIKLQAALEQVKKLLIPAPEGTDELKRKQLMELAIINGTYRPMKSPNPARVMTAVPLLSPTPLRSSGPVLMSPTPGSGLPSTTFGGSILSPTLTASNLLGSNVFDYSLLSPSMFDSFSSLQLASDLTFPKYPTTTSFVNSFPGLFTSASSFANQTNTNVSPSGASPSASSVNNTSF
Fam108B inh: mouse Fam108B serine hydrolase inhibitors, primary screen, counter-screen for RBBP9 inhibitor project, biochemical, fluorescence polarization | recombinant Fam108B, FP-Rh probe fluorescence polarization | inhibition, % at 9.51 µM | actives 0.33% (n = 300,000) | AID 1947, 2009;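 active = inhibition above the screen mean inhibition plus 3 SD, computed separately per campaign, cut at about 18% in these data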;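 note: inhibitors lower polarization as less probe binds the enzyme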
MEX-5 binding: MEX-5 zinc finger RNA-binding disruptors – biochemical, C. elegans, fluorescence polarization, MLPCN library, primary screen; Zinc finger protein mex-5 (Caenorhabditis elegans), Q9XUB2; MEX-5/FITC-TCR2 RNA binding; active compounds read low; activity score (negative = inhibition of binding), % at 10 µM; actives 0.38% (n = 300,000); AID 1832, 2009;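 active = inhibition past about -25% in most replicates, and total fluorescence under double the plate's negative control median, limit read from the data; inconclusive = replicates evenly split on the limit, or fluorescence at least double controls; inactive = too little inhibition in most replicates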;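 note: 0% = DMSO and -100% = 5 µM competing unlabeled TCR2 RNA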
ZTA DNA inh: counter-screen for EBNA-1 inhibitors: inhibitors of Epstein-Barr virus ZTA; actives 0.15% (n = 320,000); inhibition, % at 11 µM; ZTA-DNA binding, fluorescence polarization; in the data active = inhibition above about 33%
Target sequence (P03206 whole entry, looked up): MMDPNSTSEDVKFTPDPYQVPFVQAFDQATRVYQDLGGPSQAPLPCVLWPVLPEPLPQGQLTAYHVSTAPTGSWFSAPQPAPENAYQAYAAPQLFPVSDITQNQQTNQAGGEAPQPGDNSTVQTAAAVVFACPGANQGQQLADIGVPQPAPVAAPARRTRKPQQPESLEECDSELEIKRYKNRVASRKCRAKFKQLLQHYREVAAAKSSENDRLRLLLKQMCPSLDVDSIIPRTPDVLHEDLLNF
MCL1-BIM inh: inhibitors of MCL1 binding to BIM-BH3, primary screen, biochemical, fluorescence polarization. GST-MCL1 / FITC-Bim-BH3 fluorescence polarization. inhibition, % at 10.9 µM. actives 0.68% (n = 320,000). AID 2057, 2009;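 active = inhibition above the mean inhibition of all tested compounds plus 3 SD, set per campaign, cut at about 40% in these data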;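 note: 0% = DMSO wells and 100% = unlabeled Bim-BH3 peptide control; higher means more loss of mP so more displacement of Bim peptide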
BCLXL inh: inhibitors of human Bcl-xL, primary screen, biochemical, fluorescence polarization, HTS; Bcl-2-like protein 1 (Homo sapiens), Q07817; GST-Bcl-xL / FITC-Bim BH3 peptide fluorescence polarization; inhibition, % at 10.9 µM; actives 0.7% (n = 320,000);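 active = inhibition above the mean of all tested compounds plus 3 SD, cutoff set per campaign, cut at about 30% in these data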;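 note: 0% = DMSO wells and 100% = unlabeled Bim-BH3 peptide competitor; inhibitors lower millipolarization by displacing the labeled peptide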
Target sequence (Q07817 whole entry, looked up): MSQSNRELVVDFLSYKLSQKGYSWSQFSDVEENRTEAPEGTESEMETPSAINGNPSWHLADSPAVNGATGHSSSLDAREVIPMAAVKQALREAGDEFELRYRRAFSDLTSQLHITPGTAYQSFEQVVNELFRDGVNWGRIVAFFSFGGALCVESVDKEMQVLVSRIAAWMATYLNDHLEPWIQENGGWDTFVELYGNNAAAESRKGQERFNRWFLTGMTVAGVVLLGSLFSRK
EBNA-1 inhibitor: EBNA-1 DNA-binding inhibitors, primary screen, biochemical, fluorescence polarization; AID 1950, 2009; inhibition, % at 14.8 µM; actives 0.34% (n = 300,000); in the data active = inhibition above about 28%
* marks the source's active call; other numbers are inactive results; ? = inconclusive; . = not tested or not shown.

SMILES	CR mimetic SO	Efflux pump inh	GLD-1 TGE inh	Fam108B inh	MEX-5 binding	ZTA DNA inh	MCL1-BIM inh	BCLXL inh	EBNA-1 inhibitor
CCOC(=O)CC(NC(=O)CCS(=O)(=O)c1ccc2c(c1)n(C)c(=O)c(=O)n2C)c1ccc(C)cc1 (centres undefined)	101	0.2	3	0	-2.1	16	3	4	2
C[C@H](NC(=O)N1CCn2c1nc1ccccc12)C(=O)NC1CCCCC1	79	-0.2	-1	-4	-1.5	11	6	4	4
N=c1c2c(-c3ccccc3)c(-c3ccccc3)oc2ncn1Cc1ccco1	98	0.8	-3	-2	-1.2	4	6	4	-9
CCN(CC(=O)Nc1ccc2c(c1)OCCO2)C(=O)COc1cc(C)ccc1Cl	109	0.0	1	0	0.1	3	-3	-3	0
Cc1ccccc1OCc1nnc(SCCN2CCCC2)n1-c1ccccc1	99	0.2	1	-5	0.5	12	0	-9	-8
N#Cc1c(N2CCN(C(=O)c3ccccc3)CC2)nc(-c2ccccc2)c2c1CCCC2	99	0.0	8	-1	2.9	-21	6	3	-11
CCOc1ccccc1OCCCC(=O)N1CCN(S(=O)(=O)c2cccc(F)c2)CC1	103	-0.2	3	3	1.6	6	2	8	11
Cc1cccc(C(=O)N/N=C2\CS(=O)(=O)N(C)c3ccsc32)c1	86	0.0	1	3	1.1	10	3	-2	8
COc1ccccc1C(=O)NCCSCc1ccccc1Cl	94	0.3	3	2	-2.5	-5	7	8	-15
CCN1CCN(CCCNC(=O)CS(=O)(=O)Cc2nc(-c3cccc(OC)c3)oc2C)CC1	85	0.1	4	-8	-0.4	-7	1	-7	-4
NC(=O)c1cc(Cl)ccc1OCC(=O)Nc1ccc2c(c1)OCO2	79	0.0	6	.	.	17	-16	-4	.
O=C(c1ccc(CS(=O)c2cccc(Cl)c2)o1)N1CCN(C2CCCCC2)CC1 (centres undefined)	100	-0.1	2	0	-2.3	7	5	5	-2
Cc1ccc(SCCNC(=O)/C=C/c2ccc([N+](=O)[O-])cc2)cc1	83	-0.4	3	5	1.5	5	1	7	9
CC(C)Cc1cc(C(=O)Nc2ccc(F)cc2F)no1	98	0.1	0	-2	-0.4	13	-3	-3	17
O=C(CSc1nc(O)c(Cc2ccccc2)c(=O)[nH]1)c1ccccc1	100	0.1	0	-1	-0.7	6	6	8	3
COc1ccc(OCCNC(=O)c2cc(C3CC3)nc3c2cnn3C(C)C)cc1	131	0.1	0	.	.	-16	-8	-5	.
Cc1cc(C)cc(N2CN=C3SCC(=O)N3C2)c1	101	-0.2	-7	-4	1.8	-19	12	2	-4
c1ccc2c(c1)Oc1cccc3cccc-2c13	114	-0.1	3	-1	-0.7	7	3	6	7
O=C1C2C3C=CC(CC3)C2C(=O)N1c1nccs1 (centres undefined)	107	0.2	-4	-1	1.2	-10	21	9	-2
C=CCSc1nc2ccccc2n1S(=O)(=O)c1ccc(C)cc1	94	0.1	6	7	.	10	-7	-1	-2
COC(=O)C(Cc1ccccc1)NC(=O)c1ccc(C)cc1 (centres undefined)	130	-0.1	-4	0	-1.8	16	14	5	5
CCOC(=O)CCc1c(C)c2ccc(OCc3cc([N+](=O)[O-])ccc3OC)cc2oc1=O	103	0.0	4	-3	0.5	-10	-8	-7	-5
O=C(CN1CCC2(CC1)OCCO2)c1ccc2cc[nH]c2c1	113	-0.1	2	-4	-1.0	-4	10	9	3
Cc1sc2nc3n(c(=O)c2c1C)CCCCC3	94	0.0	-3	-2	3.1	-6	0	2	12
COc1cccc(NC(=O)C2c3cc(OC)c(OC)cc3C(=O)N(C)C2c2cccnc2)c1 (centres undefined)	109	0.1	-1	3	-0.1	4	9	5	-6
CCN(C(=O)COC(=O)CNC(=O)c1cccc(C)c1)c1c(N)n(Cc2ccccc2)c(=O)[nH]c1=O	86	-0.1	3	-1	0.6	-6	-5	-1	0
Cc1cc(C)nc(SCC(=O)c2ccc(Cl)cc2)n1	102	0.1	2	0	2.0	-9	-1	4	9
O=C(O)/C=C/c1cccc(NC(=O)c2ccc(Cl)cc2)c1	101	-0.1	-1	-7	2.7	-8	3	7	4
CC(C)(C)NC(=O)c1nc2ccccc2s1	96	0.1	5	8	4.0	-13	6	5	-4
O=C(Oc1ccc(F)cc1)c1cccnc1	106	-0.1	-1	9	0.7	3	1	1	-10
CCOC(=O)c1ccccc1NC(=O)c1nc2nccc(C)n2n1	106	-0.1	-5	2	-2.7	-1	-3	-8	8
COc1cc(C(=O)O/N=C(\N)Cc2ccc([N+](=O)[O-])cc2)cc(OC)c1OC	106	0.0	4	1	-1.8	5	5	4	-1
CCCCCCNC(=O)CCCCCNS(=O)(=O)c1ccc(Br)cc1	104	-0.1	0	-2	2.1	-6	3	0	-5
O=C(Cn1ccc2ccccc2c1=O)NCC(=O)N1CCCCC1	105	0.0	2	-2	-0.6	-1	-5	-1	4
Cc1nc(-c2ccc(Cl)cc2)sc1C(=O)O	131	0.0	-2	4	1.5	0	2	2	-4
CC(C)c1csc(CN2CCN(Cc3ccc(F)cc3)C(CCO)C2)n1 (centres undefined)	103	0.0	-7	2	-0.1	14	-4	3	6
CN1CCC(NC(=O)NC2CCCCC2)CC1	97	-0.2	6	4	-2.8	21	7	5	-5
NC(=O)/C(=C/c1ccco1)NC(=O)c1ccc(Br)o1	108	0.0	24	3	-14	14	40*	39*	12
CCN(C(=O)CSc1nc2ccccc2n1CCc1ccccc1)C1CCS(=O)(=O)C1 (centres undefined)	80	0.1	2	-2	2.0	-3	-11	-12	14
COc1cccc(CN(C(=O)Cc2c[nH]c3ccccc23)C(C(=O)NC2CCCCC2)c2ccc(C)o2)c1 (centres undefined)	88	0.2	-1	-3	1.0	0	-2	4	13

Taken from above, 2 compounds:
SMILES	CR mimetic SO	Efflux pump inh	GLD-1 TGE inh	Fam108B inh	MEX-5 binding	ZTA DNA inh	MCL1-BIM inh	BCLXL inh	EBNA-1 inhibitor
CCN(C(=O)CSc1nc2ccccc2n1CCc1ccccc1)C1CCS(=O)(=O)C1 (centres undefined)	80	0.1	2	-2	2.0	-3	-11	-12	14
COc1cccc(CN(C(=O)Cc2c[nH]c3ccccc23)C(C(=O)NC2CCCCC2)c2ccc(C)o2)c1 (centres undefined)	88	0.2	-1	-3	1.0	0	-2	4	13

Next part:
SMILES	CR mimetic SO	Efflux pump inh	GLD-1 TGE inh	Fam108B inh	MEX-5 binding	ZTA DNA inh	MCL1-BIM inh	BCLXL inh	EBNA-1 inhibitor
Cc1nc(SCC(=O)N2c3ccccc3Sc3ccccc32)n[nH]1	110	-0.1	3	3	.	11	3	6	-2
Cc1ccc(C(=O)N(Cc2ccc3c(c2)OCO3)Cc2nc3ccccc3c(=O)[nH]2)cc1	86	0.1	5	0	0.6	5	-1	1	-18
CSCC[C@H](NC(=O)c1ccc(Cl)c(S(=O)(=O)N2CCCC2)c1)c1nc2ccccc2[nH]1	104	0.1	0	1	-2.5	5	-16	-9	-1
O=C(Nc1cc(S(=O)(=O)N2CCOCC2)ccc1OCC(F)(F)F)C1=COCCO1	155	0.6	6	0	0.1	2	-7	-7	0
CCC1CCc2c([nH]c3ccccc3c2=O)O1 (centres undefined)	103	0.1	6	1	-0.4	-26	2	6	-12
COc1cc2c(cc1OC)C(=O)N1[C@H]3c4cc(Cl)ccc4OC[C@@H]3[C@H](c3ccccc3)[C@]1(C)C(=O)N2	.	.	13	-21	.	14	1	3	0
O=C(CSc1ncn[nH]1)Nc1c(Br)cc([N+](=O)[O-])cc1Br	114	-0.5	3	-3	?	12	2	11	14
CC(=O)N1CCN(c2ccc(NC(=O)c3ccc([N+](=O)[O-])cc3)cc2)CC1	89	0.0	3	-3	0.5	3	5	-2	9
COc1ccc(N(C)S(=O)(=O)c2cccc(C(=O)N(C)Cc3ccc(C)o3)c2)cc1	120	0.0	0	0	-3.3	4	-1	5	4
COc1ccc(-c2noc(C3CCCN(S(=O)(=O)c4ccc(C)c(Cl)c4)C3)n2)cc1OC (centres undefined)	103	1.5	-2	-5	0.5	2	0	1	3
Cc1occc1-c1nnc(SCC(=O)c2ccccc2)n1CC1CCCO1 (centres undefined)	91	-0.1	-3	2	0.8	-15	-3	3	0
O=C(CCCN1C(=O)/C(=C/c2ccccc2Cl)SC1=S)Nc1cccnc1	100	0.0	10	-7	0.3	-9	14	2	10
Cc1ccc(/C=N/n2c(-c3ccc(Cl)cc3)n[nH]c2=S)s1	91	0.3	6	-2	-1.0	-3	-20	-28	16
CCOC(=O)c1c(C)cc(C)n2c1nc1ccccc12	96	0.0	-6	2	0.6	13	3	9	2
Cc1cc(C(=O)N2CCc3ccccc32)c2cc(F)ccc2n1	106	0.1	2	3	1.4	-3	6	6	-6
O=C(CSc1nnnn1-c1ccccc1)Nc1ncc2c(n1)CC(c1ccccc1)CC2=O (centres undefined)	113	0.1	3	-4	0.5	3	-2	2	20
O=C(CSc1nc2ccc(Cl)cc2[nH]1)NCc1ccco1	101	0.0	0	1	.	7	1	1	-3
CCOC(=O)/C=C1\SCC(=O)N1CC(=O)Nc1ccc(OC)c(OC)c1	104	0.6	-14	-2	0.5	12	-23	-15	-2
COc1cccc(/C=N\Nc2nncc(-c3ccccc3)n2)c1	117	0.0	1	1	.	-20	4	1	4
COc1cccc(CN2CC(C(=O)N(C)Cc3ccc(C)cc3)CCC2=O)c1 (centres undefined)	120	-0.1	-3	-1	1.1	13	7	10	2
CC(C)n1ncc2c(C(=O)N3CCN(c4ccccc4)CC3)cc(-c3ccccc3)nc21	107	0.8	8	.	.	-7	-6	-3	.
Cc1ccc(C(C)C)c(OCc2nnc(SCC(=O)Nc3nccs3)n2C)c1	85	0.2	-2	-3	-4.7	15	0	-8	0
CC(C)c1c(C(=O)N/N=C/C2CC=CCC2)nnn1-c1nonc1N (centres undefined)	93	0.5	0	1	0.9	0	6	1	-33
COC(=O)Cc1c(C)nc2nc(NCc3c(F)cccc3Cl)[nH]n2c1=O	99	0.1	5	-2	-2.2	5	1	3	-2
O=C(NC1CCN(Cc2ccccc2)CC1)C1CCN(S(=O)(=O)c2cccc3nsnc23)CC1	103	0.2	2	5	-4.3	5	5	3	0
COc1ccc(-c2cc(=O)n(-c3ccc([N+](=O)[O-])cc3)[nH]2)cc1	105	14*	9	3	-1.1	13	0	1	-2
Cc1ccc(-c2cc(C#N)c(=O)n(Cc3c(Cl)cccc3Cl)c2)cc1	95	0.0	-1	2	-2.1	7	2	1	6
Cc1cccc(C(=O)O/N=C(\N)Cc2ccc([N+](=O)[O-])cc2)c1	90	0.1	0	7	-1.2	-1	5	2	-3
Nc1c(Cl)ncnc1NCCc1ccc(O)cc1	99	-0.1	0	2	-1.8	9	2	3	-4
COc1cc(/C=C(\C#N)c2nc3ccccc3[nH]2)cc(Br)c1OCc1ccccc1	95	-0.1	-12	10	-1.8	6	-31	-7	5
N#CC(Cc1ccccc1OC(F)F)c1nc2ccccc2[nH]1 (centres undefined)	109	0.2	-1	-2	-4.0	0	-2	3	-7
N=c1sccn1CC(=O)Nc1cc(S(=O)(=O)N2CCCCC2)ccc1Cl	100	-0.1	5	6	0.4	-6	7	1	-4
COc1ccc(S(=O)(=O)N2CCCC2C(=O)Nn2cnnc2)cc1 (centres undefined)	102	0.1	7	1	-1.3	24	4	4	3
